Assay outcomes (PubChem)
FBW7 activator: FBW7 E3 ligase activators, primary screen, biochemical, AlphaScreen, human | F-box/WD repeat-containing protein 7 (Homo sapiens), Q969H0 | AlphaScreen FBW7–phospho-cyclin E peptide binding, activator screen | normalized activity (activation), % at 26.1 µM | 650,000 tested, 0.13% active | AID 1259310, 2017; in the data active = normalized activity above about 1.9%;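 note: purified mutant Fbw7 with reduced substrate affinity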
Target sequence (Q969H0 whole entry, looked up): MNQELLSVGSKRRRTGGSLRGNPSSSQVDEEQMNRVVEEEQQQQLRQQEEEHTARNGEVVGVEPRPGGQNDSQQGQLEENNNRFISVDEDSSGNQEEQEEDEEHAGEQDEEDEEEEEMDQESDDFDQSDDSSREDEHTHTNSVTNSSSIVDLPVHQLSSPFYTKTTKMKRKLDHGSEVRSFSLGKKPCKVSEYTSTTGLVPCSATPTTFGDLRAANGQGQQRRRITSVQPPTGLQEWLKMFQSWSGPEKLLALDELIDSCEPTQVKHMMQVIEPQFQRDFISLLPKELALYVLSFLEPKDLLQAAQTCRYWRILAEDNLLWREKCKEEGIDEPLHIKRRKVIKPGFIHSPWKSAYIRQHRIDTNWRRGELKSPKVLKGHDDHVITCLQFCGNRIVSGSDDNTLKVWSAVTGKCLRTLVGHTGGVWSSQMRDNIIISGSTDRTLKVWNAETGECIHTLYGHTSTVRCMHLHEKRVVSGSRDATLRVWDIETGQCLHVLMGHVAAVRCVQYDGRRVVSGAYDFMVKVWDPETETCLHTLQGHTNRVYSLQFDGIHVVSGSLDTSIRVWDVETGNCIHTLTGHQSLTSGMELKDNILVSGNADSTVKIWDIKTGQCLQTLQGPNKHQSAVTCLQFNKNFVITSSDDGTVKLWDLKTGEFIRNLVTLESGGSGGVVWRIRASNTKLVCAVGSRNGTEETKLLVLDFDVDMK
TEAD-YAP inh: TEAD-YAP interaction inhibition, primary screen, TEAD-YAP interaction inhibitor project, luminescence, HEK-TIYL cells. inhibition, % at 9.12 µM. 640,000 tested, 1.4% active. TEAD-Gal4/YAP UAS-luciferase luminescence. AID 1259422, 2018; in the data active = inhibition above about 32%;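 note: 0% = median of test compound wells and 100% = reference inhibitor wells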
MITF primary: MITF inhibitors, primary screen, biochemical, AlphaScreen, human; AID 1259374, 2018; Microphthalmia-associated transcription factor (Homo sapiens), O75030; inhibition, % at 2.6 µM; 650,000 tested, 0.91% active; AlphaScreen MITF homodimerization, bead proximity signal; in the data active = inhibition above about 50%;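 note: 0% = vehicle wells with protein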
GPR151 ag: activators of human GPR151, primary screen, cell-based, PathHunter beta-arrestin, luminescence | activation, % at 11.2 µM | PathHunter beta-arrestin GPR151 cells | AID 1508602, 2020 | 650,000 tested, 1% active | G-protein coupled receptor 151 (Homo sapiens), Q8TDV0; in the data active = activation above about 4.9%;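 note: 0% = median of compound wells and 100% = cells with positive control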
* hit, by the source's call; & = joins results of further samples; ! = not active in a repeat.

nr	molecule	FBW7 activator	TEAD-YAP inh	MITF primary	GPR151 ag
1	COc1cccc(C(C2C(=O)CC(C)(C)CC2=O)C2C(=O)CC(C)(C)CC2=O)c1	0.0	19	5	-0.5
2	Cc1cccc(NC(=O)C(=O)NC2CC2)c1C	-0.1	-25	-1	0.2
3	CCOC(=O)c1c(NC(=O)c2ccn(CC)n2)sc2c1CCC2	-0.1	8	8	0.1
4	CSCC(=O)NCc1c(C)ncc2c1CCN(Cc1cc3ccccc3o1)C2	0.0	4	0	-0.2
5	Clc1ccc(-n2ncc3c(N4CCN(c5cccc(Cl)c5)CC4)ncnc32)cc1	0.1	1	-2	1.2
6	COc1cc([N+](=O)[O-])ccc1NC(=O)COc1ccc(Cl)cc1Br	0.5	5	11	0.3
7	CCOc1ccc(C(=O)Nc2cc(-c3nc4ncccc4o3)ccc2C)cc1Cl	0.2	2	8	0.3
8	CCOc1ccc(NC(=O)c2ccc(C#CC(C)(C)O)cc2)cc1	-0.1	8	1	-0.4
9	N#Cc1c(Nc2ccccc2)c(C=NCCN2CCOCC2)c[nH]c1=O	-0.5	1	10	-0.4
10	CC1=CC(C)(C)Nc2ccc(OC(=O)c3cccs3)cc21	-0.3	3	5	-0.5
11	CCCC1=[N+](C)CCn2c(C)ccc21	-0.1	15	2	1.4
12	Cc1cc(N2C(=O)c3ccccc3C2=O)ccc1Br	0.2	-12	8	-1.4
13	Cc1ccnc(NS(=O)(=O)c2ccc(NC(=O)c3cccc(Br)c3)cc2)n1	0.1	0	-16	0.3
14	O=C(Nc1ccc(OC(F)(F)F)cc1)c1cnn2c(C(F)(F)F)cc(-c3cccs3)nc12	-0.1	-3	-8	1.5
15	O=C(Nc1cc(Cl)cc(Cl)c1)c1ccc(F)c(S(=O)(=O)N2CCCC2)c1	0.0	-7	-3	-1.1
16	C[C@@H]1CN(Cc2ccc(C(=O)NCc3cccs3)c(=O)[nH]2)C[C@H](C)O1	0.0	-3	13	0.0
17	CN1CCN(CP(=O)(N2CCOCC2)N2CCOCC2)CC1	0.0	14	3	1.0
18	O=C(NCCCN1CCCC1=O)c1cncc(Nc2ccccn2)c1	0.0	-3	-11	-2.5
19	O=C(NCCC1=CCCCC1)/C(=C/c1ccco1)NC(=O)c1ccccc1	0.3	1	15	-1.9
20	CCOC(=O)c1sc(=NC(=O)c2ccco2)n(C)c1C	0.0	-20	1	-1.3
21	CNC[C@H](O)c1ccc(O)c(O)c1	-0.1&0.0&-0.2	-11&-2&8	56*!	0.2&3.5&3.1
22	CC(=O)N1CCc2cc(Br)cc(S(=O)(=O)NCCc3ccc(Cl)cc3)c21	0.4	0	10	0.9
23	Cc1cc(C)n2[nH]c(=O)c(N=Nc3ccccc3)c2n1	-0.1	4	24	0.7
24	COC(=O)C1=C(C)NC(C)=C(C(=O)OC)C1c1cn(-c2ccccc2)nc1-c1ccco1	0.1	8	-7	-0.9
25	CCOc1ccc(C(=O)Nc2ccc(N3CCN(S(C)(=O)=O)CC3)cc2)cc1	-0.1	0	3	-0.2
26	Cc1ccc2cc(C#N)c(NCCCNC(=O)NC3CCCCC3)nc2c1	-0.1	-1	-16	-0.6
27	Cc1cccc(NS(=O)(=O)c2nc3nc(C)c(C)c(C)n3n2)c1C	-0.1	-8	8	-1.4
28	C=C(C)COc1c(Br)cc(C#N)cc1OC	0.2	4	13	2.2
29	O=C1NN(c2ccccc2)C(=O)/C1=C\c1ccc([N+](=O)[O-])cc1	0.0	9	8	-0.8
30	Cc1ccnc2nc(C(=O)N3CCc4ccccc43)nn12	0.0	-20	8	0.5

(continued)
nr	molecule	FBW7 activator	TEAD-YAP inh	MITF primary	GPR151 ag
31	COc1ccc(-c2nsc(SCC(=O)NC3CCCCC3)n2)cc1	-0.1	-3	-1	-1.6
32	CC(=O)NC1C(=O)NNC1c1ccccc1 (stereo not given)	0.1	-15	12	-1.5
33	CCOc1ccc(-n2c(SCC(=O)NNC(C)=O)nnc2-c2cccnc2)cc1	-0.1	-5	6	-0.2
34	O=C(Nc1ccc2nc(C3CCCCC3)[nH]c2c1)C12CC3CC(CC(C3)C1)C2	0.0	-26	4	-0.4
35	O=C(N/N=C/c1c(Cl)cccc1Cl)c1n[nH]c2c1CCC2	-0.2	22	4	-2.2
36	CCOC(=O)c1c(C)n(-c2ccc(OC)cc2)c2ccc(OC)cc12	0.1	-16	2	-1.0
37	Cc1ccc(C(=O)n2nnc3ccccc32)cc1[N+](=O)[O-]	0.0	5	4	-0.2
38	O=C(Nc1ccccc1)N1CCc2nc3ccccn3c(=O)c2C1	-0.2	-3	1	-1.9
39	O=C1NCC(c2ccccc2)C1C(=O)N/N=C\c1cccc(OCc2ccccc2)c1 (stereo not given)	-0.1	-4	6	-1.9
40	O=C(Nc1ccc2nc(SCC(=O)N3CCc4ccccc43)sc2c1)c1ccccc1Cl	0.7	-5	23	-2.0
41	CC(=O)Nc1cccc(N=Cc2c(C)[nH]n(-c3ccc(F)cc3)c2=O)c1	0.0	-2	10	1.6
42	Cc1cccc(-n2nc3c(c2NC(=O)c2ccc(C(=O)c4ccccc4)cc2)CS(=O)(=O)C3)c1C	-0.1	-4	1	-0.5
43	Cc1ccccc1NC(=O)c1c(C)nc(SCC(=O)c2ccc(Cl)cc2)c(C#N)c1-c1cccnc1	0.0	2	0	0.3
44	CC(C)c1ccccc1NC(=O)CN1c2cccc3cccc(c23)S1(=O)=O	-0.1	3	2	-0.8
45	Cc1cccc(OCc2ccc(C(=O)Nc3ccc(C(N)=O)cc3)cc2)c1	-0.1	-8	-9	-3.0
46	COc1ccc(C(=O)c2cnc3ccccn23)cc1Cl	-0.2	-44	5	-0.9
47	Cc1cc(N=c2c([N+](=O)[O-])nn(-c3ccccc3)n2O)ccc1Br	-0.3	16	14	2.1
48	O=C(CCN1CCN(C(c2ccccc2)c2ccccc2)CC1)N/N=C/c1cccnc1	-0.1	9	0	-0.9
49	COc1ccc(/C=C/C(=O)OCc2nc3ccc(Cl)cc3n2CCO)cc1	0.1	-4	6	-1.6
50	Cc1ccc(S(=O)(=O)N(C)CC(=O)N/N=C/c2ccccc2[N+](=O)[O-])cc1	0.0	-3	-7	0.7
51	Cn1c(=O)c2c(nc(NC3CCCCC3)n2Cc2ccc(Cl)cc2Cl)n(C)c1=O	0.0	5	-5	0.2
52	O=C(OCc1cccc([N+](=O)[O-])c1)c1cc2ccccc2cc1O	-0.1	2	13	-0.8
53	O=C1CN(C(=O)CCC2(Cc3cccc4ccccc34)CCC(=O)N2)CCN1 (stereo not given)	0.0	-14	12	-0.3
54	CC1(C)CC(=O)C2=C(C1)N(c1ccc(Cl)cc1)C(N)=C(C#N)C2c1cccc([N+](=O)[O-])c1 (stereo not given)	0.0	0	3	2.4
55	Cc1nc(NC(C)(C)C)sc1-c1ccccc1	0.3	-37	32	-2.5
56	CC(=O)N1/C(=C/c2ccc(N(C)C)cc2)C(=O)c2ccccc21	0.1	46*	43	-0.6
57	Cc1ccccc1Nc1nc(C2(C)CC3(CC(C)(C)OC3=O)C(=O)O2)cs1 (stereo not given)	0.0	14	13	-0.5
58	O=C1C2C3C=CC(C3)C2C(=O)N1c1ccccc1-c1ccccc1 (stereo not given)	-0.1	-7	10	-1.3
59	O=C(N/N=C/c1ccncc1)C1COc2ccccc2O1 (stereo not given)	0.6	-4	1	-0.7
60	CCN(CC)CCCNC(=O)C1CCCN(c2nc3c(C)cc(C)cc3s2)C1 (stereo not given)	0.0	-9	9	0.5

Following part.
#	structure	FBW7 activator	TEAD-YAP inh	MITF primary	GPR151 ag
61	S=C(Nc1ccccc1)N1CCC(c2ccccc2)=N1	-0.1	-5	8	-1.7
62	N#CSc1ccc(NC(=O)CSc2nc3ccccc3[nH]2)cc1	-0.2	9	-1	1.4
63	O=[N+]([O-])c1cccc(CN2CCSCC2)c1	-0.1	-21	36	0.5
64	CN1CCN(c2ccc(Nc3cc(Nc4ccccc4C(N)=O)ccn3)cc2)CC1	-0.7	-2	6	4.5
65	Cc1cc(C)cc(C(=O)NCc2cccnc2)c1	0.2	6	10	-0.1
66	CC(C)CCNc1cnn(C23CC4CC(CC(C4)C2)C3)c(=O)c1Cl	0.3	4	-7	-0.7
67	CCN(CC)c1ccc(C2C(C#N)=C(N)OC3=C2C(=O)CCC3)cc1 (stereo not given)	-0.1	5	2	-0.6
68	CC1(C)C(=O)C2(C(=O)NCc3ccccc3)CCC1C2 (stereo not given)	-0.2	2	-2	3.1

The listing continues.
#	structure	FBW7 activator	TEAD-YAP inh	MITF primary	GPR151 ag
69	Cc1ncsc1CCC(=O)N1CCc2nnc(CCNC(=O)C3CCCCC3)n2CC1	0.2	7	-2	-0.8
70	O=C(O)c1ccc(Oc2ccc(C(F)(F)F)cc2[N+](=O)[O-])cc1	0.1	-16	-13	0.8
71	Cc1ccc(C2CC(=O)C3=C(C2)Nc2ccccc2N(C(=O)C2CC2)C3c2ccc(OC(C)C)cc2)cc1 (stereo not given)	0.1	1	1	0.6
72	CCCCN(C(=O)C1CCCCC1)c1nnc(-c2ccncc2)s1	-0.2	-10	-2	1.1
73	O=C(Nc1cc(Sc2ccccc2)cc([N+](=O)[O-])c1)c1cn(-c2ccccc2)nc1-c1ccccc1	0.0	1	-9	-0.1
74	Cc1ccc(C)c(NC(=O)C(=O)NCCN(C)C)c1	-0.1	7	-13	0.8
75	O=C(COc1ccc(Cl)cc1[N+](=O)[O-])Nc1ccc(Br)cc1	0.0	-28	11	1.1
76	C=CCc1cccc(/C=N/NC(=O)CNc2cccc(C)c2)c1O	-0.1	5	8	1.3

Continued; the last 4 above are carried over.
#	structure	FBW7 activator	TEAD-YAP inh	MITF primary	GPR151 ag
73	O=C(Nc1cc(Sc2ccccc2)cc([N+](=O)[O-])c1)c1cn(-c2ccccc2)nc1-c1ccccc1	0.0	1	-9	-0.1
74	Cc1ccc(C)c(NC(=O)C(=O)NCCN(C)C)c1	-0.1	7	-13	0.8
75	O=C(COc1ccc(Cl)cc1[N+](=O)[O-])Nc1ccc(Br)cc1	0.0	-28	11	1.1
76	C=CCc1cccc(/C=N/NC(=O)CNc2cccc(C)c2)c1O	-0.1	5	8	1.3
77	O=C(c1cccc2ccccc12)C1CCCN(C(=O)Cc2cccnc2)C1 (stereo not given)	0.3	0	17	-0.2
78	COC(=O)c1sc(=S)n(-c2ccc(OC)c(Cl)c2)c1N	0.0	1	-3	-1.2
79	Cc1ccc(CC(=O)N2CCN(c3nc4c(F)cc(F)cc4s3)CC2)c(C)c1	0.2	7	6	4.8
80	Cc1cc(NC(=O)CSc2nnc(-c3ccccc3)n2-c2ccccc2)no1	0.1	1	-9	-0.3
81	O=C1ON=C(c2cccc([N+](=O)[O-])c2)/C1=C/c1ccc(O)cc1	0.4	2	15	-2.3
82	CCOC(=O)c1cc2n(n1)C(C(F)(F)C(F)(F)F)CC(C)N2 (stereo not given)	-0.1	1	-11	2.6
83	C=CCn1c(SCC(=O)Nc2nc(-c3ccc(C)cc3)cs2)nnc1-c1ccncc1	0.1	-7	6	-0.2
84	CN1CCC(N(C)Cc2cccc(C(F)(F)F)c2)CC1	0.1	-3	42	-1.1

Carrying on.
#	structure	FBW7 activator	TEAD-YAP inh	MITF primary	GPR151 ag
85	CC(C)(C)c1ccc(C(=O)NCC(=O)OCC(=O)Nc2ccc([N+](=O)[O-])cc2C#N)cc1	-0.1	5	4	-1.0
86	Cc1ccc(C)c2sc(N(Cc3ccccn3)C(=O)CCc3ccccc3)nc12	0.2	0	3	-0.8
87	COc1cccc2sc(=NC(=O)c3ccc(OC(C)C)cc3)n(C)c12	-0.2	2	3	0.7
88	C=CCOC(=O)C1=C(C)NC(SCC(N)=O)=C(C#N)C1c1cccs1 (stereo not given)	0.3	9	14	1.0
89	Cc1ccccc1N(CC(=O)NC1CCCC1)C(=O)CN1C(=O)COc2ccccc21	-0.1	-8	7	0.2
90	O=C(COc1ccccc1Cl)N1CCc2ccccc21	0.2	-18	9	-3.0
91	COc1ccc(NC(=O)C2C3NC(=S)NC2(C)Oc2ccc(OC)cc23)cc1 (stereo not given)	0.1	7	-3	0.4
92	CN1C(=O)C(C(=O)c2cccc(C(F)(F)F)c2)C(=O)N(C)C1=O	0.0	1	5	2.3
